Wnt bcat act – Wnt/beta-catenin pathway activation | activation, % at 9.35 µM | Wnt/beta-catenin reporter cell assay, activator, plate reader | AID 743398 | 300,000 compounds, 1.2% hits; in the data active = activation above about 30%, passing the limit was not always enough;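 also: 0% = neutral control wells and 100% = positive control wells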
DAGLB inhibitor – diacylglycerol lipase beta (human) inhibition; HEK293T DAGLB membrane lysate, EnzChek fluorogenic substrate; inhibition, % at 5.17 µM; 340,000 compounds, 0.059% hits; AID 504411; in the data active = inhibition above about 34%;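 also: 0% = enzyme with vehicle and 100% = wells lacking enzyme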
Target sequence (Q8NCG7 whole entry, looked up): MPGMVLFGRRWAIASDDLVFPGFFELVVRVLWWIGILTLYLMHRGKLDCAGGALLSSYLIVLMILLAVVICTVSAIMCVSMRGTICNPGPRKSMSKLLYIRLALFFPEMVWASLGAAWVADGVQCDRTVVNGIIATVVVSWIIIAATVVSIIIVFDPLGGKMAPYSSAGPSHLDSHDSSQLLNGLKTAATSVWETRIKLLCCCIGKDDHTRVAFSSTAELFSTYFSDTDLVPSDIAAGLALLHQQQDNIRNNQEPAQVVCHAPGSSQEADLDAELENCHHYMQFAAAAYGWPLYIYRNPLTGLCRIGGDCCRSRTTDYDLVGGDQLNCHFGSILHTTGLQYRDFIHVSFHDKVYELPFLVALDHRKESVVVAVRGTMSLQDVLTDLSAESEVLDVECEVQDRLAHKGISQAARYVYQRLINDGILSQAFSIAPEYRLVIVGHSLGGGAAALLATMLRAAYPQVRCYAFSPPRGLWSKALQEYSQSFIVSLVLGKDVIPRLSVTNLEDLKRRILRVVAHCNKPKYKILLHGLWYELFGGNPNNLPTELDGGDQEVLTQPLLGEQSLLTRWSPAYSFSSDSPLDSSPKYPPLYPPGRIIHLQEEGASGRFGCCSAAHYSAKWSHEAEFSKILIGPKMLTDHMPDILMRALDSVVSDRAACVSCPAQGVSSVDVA
phage Ecoli inh – E. coli growth loss with phage present; inhibition, % at 11.9 µM; growth absorbance; 360,000 compounds, 0.26% hits; in the data active = inhibition above about 11%
Active calls of the source: *. These rows are one share of the data; the hit share may differ from the screen's.

SMILES | Wnt bcat act | DAGLB inhibitor | phage Ecoli inh
CC(=O)Nc1cccc(NS(=O)(=O)c2ccc3c(c2)CCC(=O)N3)c1 | 0 | -1 | 1.6
COc1nc(=O)n(C2C=CC(=O)O2)cc1F (stereo unspecified) | 3 | -5 | 1.2
Cc1ccc([C@H]2N[C@]3(CCCN(Cc4ccc(C(F)(F)F)cc4)C3=O)[C@H]3C(=O)N(C)C(=O)[C@@H]23)cc1 | -2 | 1 | 0.9
Cc1ccc(S(=O)(=O)N2C[C@]3(O)C[C@@H]4C(=O)N(c5ccccc5)C(=O)[C@@H]4C[C@]3(OC(=O)NCc3ccco3)C2)cc1 | -4 | -1 | 3.7
O=C(O)c1ccc([N+](=O)[O-])nc1 | -4 | -5 | 2.1
Cc1ccccc1-c1ccc2c(c1)O[C@@H](CN(C)Cc1ccc(C(=O)O)cc1)[C@@H](C)CN([C@H](C)CO)S2(=O)=O | -5 | 3 | 0.9
C[C@H](CO)N1C[C@H](C)[C@@H](CN(C)S(=O)(=O)c2ccccc2)OCc2cn(nn2)CCCC1=O | -1 | -1 | 1.1
COc1ccc(C(=O)C=Cc2ccc3c(c2)OCO3)cc1OC | 7 | -4 | 1.5
COc1cc(CNC[C@H]2O[C@@H](n3cc(C)c(=O)[nH]c3=O)C[C@@H]2O)ccc1OCc1cccc(Cl)c1 | -2 | -3 | 1.5
COc1ccc(CNC(=O)COC(=O)CN2C(=O)C3CCCCC3C2=O)cc1 (stereo unspecified) | -1 | -2 | 0.2
CC(C)NC(=O)N(C)C[C@@H]1Oc2cc(Br)ccc2S(=O)(=O)N([C@@H](C)CO)C[C@H]1C | -1 | -2 | 1.2
COc1ccc(Br)cc1/C=N/NS(=O)(=O)c1ccccc1 | -20 | -1 | -1.4
CCOC(=O)N1CCN(C(=O)c2ccc(CS(=O)c3cccc(C)c3)o2)CC1 (stereo unspecified) | -2 | 1 | -1.9
COC(=O)[C@H]1C[C@@]2(O)CN(S(=O)(=O)c3ccc(C)cc3)C[C@@]2(OC(=O)NCc2ccc(OC)c(OC)c2)C[C@H]1C(=O)OC | -3 | 2 | 1.8
Cc1ccc(NC(=O)CN(C)C(=O)c2cccc(S(=O)(=O)N3CCc4ccccc4C3)c2)cc1 | -1 | -4 | 1.6
CC1=C(C(=O)N(C)C)CC(CC(=O)NCCc2ccccn2)C(=O)N1CCC1=CCCCC1 (stereo unspecified) | 1 | -2 | 1.8
O=C(c1ccc(S(=O)(=O)Cc2cc(F)ccc2F)c([N+](=O)[O-])c1)N1CCOCC1 | -3 | -14 | -0.1
COCCNC(=O)c1cc(S(=O)(=O)N(C)C2CCCCC2)ccc1Cl | 0 | -1 | 2.6
NC(=O)C1CC(=O)N(c2ccc(OCc3ccc(Cl)c(Cl)c3)cc2)C1 (stereo unspecified) | 54* | 10 | 2.2
Cc1ccc(Cc2c(-c3ccc(Br)cc3)nc3ccc(Br)cn23)cc1 | 6 | -10 | 1.7
C[C@H](CO)N1C[C@H](C)[C@@H](CN(C)CC2CCOCC2)Oc2cc(C#Cc3ccccc3F)ccc2S1(=O)=O | -11 | -8 | 1.7
COc1cccc(C(C)=NNc2ccc([N+](=O)[O-])cc2[N+](=O)[O-])c1OC | -2 | 0 | 1.2
CC(C)(C)OC(=O)N1CCC(NC(=O)c2[nH]cnc2C(=O)Nc2ccccc2F)CC1 | 0 | -3 | 2.1
COc1ccc(NC(=O)C[C@H]2C(=O)N(CCc3ccccc3)C[C@@H]2CSC)cc1 | -2 | -1 | 0.7

Twelve structures from above, sorted by number of heavy atoms, rising:
SMILES | Wnt bcat act | DAGLB inhibitor | phage Ecoli inh
COc1ccc(Br)cc1/C=N/NS(=O)(=O)c1ccccc1 | -20 | -1 | -1.4
COc1ccc(C(=O)C=Cc2ccc3c(c2)OCO3)cc1OC | 7 | -4 | 1.5
COCCNC(=O)c1cc(S(=O)(=O)N(C)C2CCCCC2)ccc1Cl | 0 | -1 | 2.6
COc1cccc(C(C)=NNc2ccc([N+](=O)[O-])cc2[N+](=O)[O-])c1OC | -2 | 0 | 1.2
COc1ccc(CNC(=O)COC(=O)CN2C(=O)C3CCCCC3C2=O)cc1 (stereo unspecified) | -1 | -2 | 0.2
O=C(c1ccc(S(=O)(=O)Cc2cc(F)ccc2F)c([N+](=O)[O-])c1)N1CCOCC1 | -3 | -14 | -0.1
CC(C)(C)OC(=O)N1CCC(NC(=O)c2[nH]cnc2C(=O)Nc2ccccc2F)CC1 | 0 | -3 | 2.1
CC1=C(C(=O)N(C)C)CC(CC(=O)NCCc2ccccn2)C(=O)N1CCC1=CCCCC1 (stereo unspecified) | 1 | -2 | 1.8
Cc1ccc(NC(=O)CN(C)C(=O)c2cccc(S(=O)(=O)N3CCc4ccccc4C3)c2)cc1 | -1 | -4 | 1.6
COc1cc(CNC[C@H]2O[C@@H](n3cc(C)c(=O)[nH]c3=O)C[C@@H]2O)ccc1OCc1cccc(Cl)c1 | -2 | -3 | 1.5
C[C@H](CO)N1C[C@H](C)[C@@H](CN(C)CC2CCOCC2)Oc2cc(C#Cc3ccccc3F)ccc2S1(=O)=O | -11 | -8 | 1.7
COC(=O)[C@H]1C[C@@]2(O)CN(S(=O)(=O)c3ccc(C)cc3)C[C@@]2(OC(=O)NCc2ccc(OC)c(OC)c2)C[C@H]1C(=O)OC | -3 | 2 | 1.8

Filtered by structure: those above with an NH in an aromatic ring (2)
SMILES | Wnt bcat act | DAGLB inhibitor | phage Ecoli inh
COc1cc(CNC[C@H]2O[C@@H](n3cc(C)c(=O)[nH]c3=O)C[C@@H]2O)ccc1OCc1cccc(Cl)c1 | -2 | -3 | 1.5
CC(C)(C)OC(=O)N1CCC(NC(=O)c2[nH]cnc2C(=O)Nc2ccccc2F)CC1 | 0 | -3 | 2.1

Remaining list, next part.
SMILES | Wnt bcat act | DAGLB inhibitor | phage Ecoli inh
CC1Cc2ccccc2N1C(=O)CN1CCN(S(=O)(=O)c2ccc3c(c2)OCCCO3)CC1 (stereo unspecified) | -2 | -6 | 1.0
C#CCN(C[C@H]1[C@H](OC(=O)NCc2ccccc2)[C@H](OC(=O)NCc2ccccc2)C[C@H]2C(=O)N(c3ccccc3)C(=O)[C@@H]12)S(=O)(=O)c1ccc(C)cc1 | -5 | 0 | 1.6
Cc1ccc(S(=O)(=O)Nc2ccc3c(c2)C(=O)N([C@@H](C)CO)C[C@@H](C)[C@@H](CN(C)S(=O)(=O)c2ccccc2)OCCCC[C@H](C)O3)cc1 | -4 | -1 | -0.5
C[C@H]1CNC(=O)c2c(C(=O)Nc3cccc(Cl)c3)ncn21 | -1 | -1 | 3.1
O=[N+]([O-])c1ccc(Nc2ccccc2O)c([N+](=O)[O-])c1 | -1 | 14 | 1.4
COC(=O)N(C)C[C@H]1OCc2cnnn2CCCC(=O)N([C@@H](C)CO)C[C@@H]1C | -2 | -1 | 2.6
O=[N+]([O-])c1ccc(S(=O)(=O)Nc2ccc(-c3ccccc3)cc2)cc1 | 0 | -3 | 5.8
CCCNC(=O)Cn1nc(-c2ccccc2OC)ccc1=O | 0 | 0 | 3.6
COc1cccc(N2CCN(C(=O)c3ccc(OC)c(S(=O)(=O)NC4CC4)c3)CC2)c1 | 0 | 2 | -0.2
O=C(CSc1ncn[nH]1)Nc1nc2c(F)c(F)c(F)cc2s1 | -1 | -2 | 1.9
C[C@@H]1CCCCO[C@H](CN(C)Cc2ccc(Cl)c(Cl)c2)[C@H](C)CN([C@@H](C)CO)C(=O)c2cc(NC(=O)Nc3ccc(F)cc3)ccc2O1 | -3 | -10 | 7.6
Cc1ccc(S(=O)(=O)N2CCOCC2)cc1C(=O)OCC(=O)Nc1ccc(Cl)cn1 | -1 | -1 | 1.2
O=C1c2ccccc2C(=O)N1N=Cc1ccc2c(c1)OCO2 | 52* | -13 | 2.7
C[C@H](O)[C@@H]1C(=O)N2CCc3ccc(-c4ccccc4)cc3[C@@H]2C[C@@H]1N(C)C(=O)c1ccco1 | 0 | 0 | 1.4
COc1cccc(CN(C)C[C@@H]2OCc3ccccc3-c3c(n(C)c4ccccc34)C(=O)N([C@@H](C)CO)C[C@H]2C)c1 | -3 | 1 | 0.1
CC[C@@H](NCCCn1cnc2c(SC)ncnc21)c1ccccc1 | -2 | 2 | 2.7
COc1cc(C(C)=O)ccc1OC(=O)N1CCOCC1 | 0 | -1 | 2.5
CC1=C(C(=O)N2CCOCC2)CC(CC(=O)NCCCCc2ccccc2)C(=O)N1Cc1ccc(C(C)(C)C)cc1 (stereo unspecified) | -2 | -3 | -0.6
CCOc1ccccc1C=C1CCc2ccccc2C1=O | -5 | -16 | 2.5
Oc1ccccc1C1=NC(c2ccccc2)NC(c2ccccc2)C1 (stereo unspecified) | 1 | -7 | 1.9
CC(=Nc1ccccc1)C1=C(O)C(Cc2ccc(F)cc2)NC1=O (stereo unspecified) | -1 | 0 | 0.5
COCC(=O)N1CCC(c2nc3ccccc3[nH]2)CC1 | -1 | -2 | 1.6
C[C@@H]1CN([C@@H](C)CO)C(=O)CCCn2nncc2CO[C@@H]1CN(C)S(=O)(=O)c1ccc(F)cc1 | 0 | 1 | 3.7
CCC1=NN(C(=O)c2ccccc2[N+](=O)[O-])C(O)(c2ccccc2)C1 (stereo unspecified) | -1 | 0 | 2.4
O=C(O)C(=Cc1ccccc1[N+](=O)[O-])c1ccc2c(c1)OCO2 | -2 | -3 | -1.8
CC1=C(C(=O)N(C)C)CC(CC(=O)NCC2CCCCC2)C(=O)N1Cc1ccc(C(C)(C)C)cc1 (stereo unspecified) | -1 | 0 | -4.3
COc1ccc(OCC(=O)N2CCN(S(=O)(=O)c3ccc4c(c3)OCCO4)CC2)cc1 | -2 | -1 | 3.1
C[C@H](CO)N1C[C@H](C)[C@H](CN(C)S(=O)(=O)c2ccc(Cl)cc2)OCc2ccccc2-c2c(n(C)c3ccccc23)C1=O | -7 | -5 | 5.8
CC1=C(C(=O)N(C)C)CC(CC(=O)NCc2cccs2)C(=O)N1Cc1ccccc1 (stereo unspecified) | -2 | -2 | 1.9
Cc1ccc(OCCSc2nc3ccccc3n2CCC(=O)O)c(C(C)C)c1 | -1 | 8 | 2.3
Cc1cn([C@H]2C[C@H](O)[C@@H](CNC(=O)[C@H]3CCC(=O)N3)O2)c(=O)[nH]c1=O | 0 | -2 | 1.6
CCN(CC(=O)Nc1ccc(C#N)cc1)CC(=O)Nc1ccc2c(c1)OCCO2 | 0 | -2 | 2.4
Cc1ccc(NC(=O)COc2ccccc2)cc1S(=O)(=O)N1CCCCC1 | -4 | -5 | -0.8
CCC(Sc1nc2ccsc2c(=O)n1Cc1ccc(C(=O)O)cc1)C(=O)Nc1cc(Cl)ccc1C (stereo unspecified) | -10 | 4 | 1.2
Cc1cc(C)cc(Nc2cc(C)nc3ncnn23)c1 | 2 | -4 | 3.4
CCc1cccc(CC)c1N1C(=O)C2=C(SCCCS2)C1=O | -4 | -4 | 3.5
C=CCn1c(SCC(=O)Nc2c(C)n(C)n(-c3ccccc3)c2=O)nnc1-c1ccncc1 | 0 | -2 | 0.9
CCOC(=O)C(N=Nc1nn[nH]n1)C(C)=O (stereo unspecified) | -1 | -5 | 4.4
COc1cccc(C(=O)NCC2CCCN(C(=O)Cc3cccc(C)c3)C2)c1OC (stereo unspecified) | 1 | -3 | 2.3
CC(C)(C)OC(=O)NCCc1onc(-c2cccc([N+](=O)[O-])c2)c1C(=O)O | -1 | 0 | 0.9
CC(=O)N1C[C@H]2CON(C)[C@H]2C[C@H]1c1ccc(-c2ccc(C#N)cc2)cc1 | -1 | 1 | -0.6
Cc1ccccc1NC(=O)Cc1nc(COC(=O)c2nccnc2N)cs1 | -1 | -2 | 3.5
COc1cccc(CCNC(=O)c2cc(COc3cccc(OC)c3)on2)c1 | 16 | -5 | 0.2
COc1ccc([C@H]2C[C@@H](n3cc(C4CC4)nn3)[C@H](O)CN2C(=O)c2cccs2)cc1 | -2 | -1 | 2.7
O=C(NCCS(=O)(=O)N1CCN(C(=O)c2ccco2)CC1)c1ccccc1 | -1 | -4 | 1.3
Cc1ccc(S(=O)(=O)N2CCCCC2)cc1NC(=O)C1CCN(C(=O)OC(C)(C)C)CC1 | -1 | 2 | 1.1
C[C@H](CO)N1C[C@H](C)[C@@H](CN(C)C(=O)NC2CCCCC2)OCc2cnnn2CCCC1=O | 0 | 1 | 2.0
CC(C)[C@H](NC(=O)c1ccccc1F)C(=O)Nc1cccc(S(=O)(=O)N2CCOCC2)c1 | 3 | 0 | 3.9
O=C(Nc1ccc(S(=O)(=O)Nc2ncccn2)cc1)c1ccc(Br)cc1 | -7 | 3 | 1.3
Nn1c(COc2ccccc2F)nnc1SCC(=O)NCC1CCCO1 (stereo unspecified) | 5 | 3 | -0.1
Cc1ccc(S(=O)(=O)N2[C@H](c3cccc(Cl)c3)CC(=O)[C@@H]3CN(S(=O)(=O)c4ccccc4C)[C@H](c4ccc(Cl)cc4)C[C@@H]32)cc1 | -7 | -14 | 5.9
O=C1Nc2cccc3c2N(CCC3)C2=C1CCC2 | -4 | 2 | -0.3
CC(C)CC1C(=O)N(Cc2cn(CCC3OCCCO3)nn2)CCS(=O)(=O)N1Cc1ccc(-c2cccc(N(C)C)c2)cc1 (stereo unspecified) | -2 | 1 | -0.4
C[C@H](CO)N1C[C@H](C)[C@H](CN(C)Cc2ccc(C(=O)O)cc2)OCc2ccccc2-c2c(n(C)c3ccccc23)C1=O | -1 | 6 | 2.7
Cc1onc(-c2ccccc2)c1-c1nnc(COC(=O)c2ccc(N(C)C)cc2)o1 | 0 | -13 | 3.2
Nc1ccccc1-n1nc2ccc3ccccc3c2n1 | 55* | -7 | 3.6
COc1ccc(C(=O)Nc2cc(S(=O)(=O)N3CCCCC3)ccc2C)cc1 | -3 | -4 | 2.7
C[C@H]1CN([C@@H](C)CO)C(=O)c2cc(C#CCC3CCCC3)cnc2O[C@@H]1CN(C)C(=O)CC1CC1 | 1 | -3 | 2.6
COc1ncnc2c1ncn2CCCN1CCN(Cc2ccc(C)cc2)CC1 | -1 | 1 | 4.9
Cc1cccc(NC(=O)C(C)Sc2ncnc3sccc23)c1 (stereo unspecified) | -2 | -7 | 3.9

Assay outcomes: PubChem BioAssay, several laboratories
